PTPN22 act – increases human PTPN22 phosphatase activity. 96,000 compounds, 0.11% hits. AID 697. recombinant LYP, DiFMUP fluorescence; 0 = plate median, 100 = signal doubled. activation, % at 2 µM;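 active = activation at 2 µM above a set limit, the mean plus 5 SD, cut at about 37% in these data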
Fibroblast inh – blocks proliferation of human lung fibroblasts; LL 47 human lung fibroblast viability, ATP luminescence; hits give low values; viability, % at 10 µM; 85,000 compounds, 1.1% hits; AID 719;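 active = viability at or below 50% in the single dose screen; inactive = viability above 50%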;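 note: compound exposure lasted 72 h before the ATP readout; 100% = median luminescence of untreated cell-only wells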
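Material: human lung fibroblast line LL 47, low passage; Evaluation: viability percentage against median untreated-cell control; Buffer or medium: 15% FBS in IMEM; Incubation: 72 h compound exposure at 37 °C after overnight plating; Dosing: 0.1% DMSO in all compound wells; Measured by: CellTiter-Glo luminescence.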
S1P2 antag – blocks the human S1P2 receptor | inhibition, % at 5 µM | 97,000 compounds, 0.21% hits | O95136 | cell-based S1P2 antagonist assay, inhibition at 5 uM; in the data active = inhibition above about 45%;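 note: CRE beta-lactamase reporter cells expressing human S1P2 stimulated with S1P; 0% = agonist at EC80 alone and 100% = agonist plus reference antagonist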
Target sequence (O95136 whole entry, looked up): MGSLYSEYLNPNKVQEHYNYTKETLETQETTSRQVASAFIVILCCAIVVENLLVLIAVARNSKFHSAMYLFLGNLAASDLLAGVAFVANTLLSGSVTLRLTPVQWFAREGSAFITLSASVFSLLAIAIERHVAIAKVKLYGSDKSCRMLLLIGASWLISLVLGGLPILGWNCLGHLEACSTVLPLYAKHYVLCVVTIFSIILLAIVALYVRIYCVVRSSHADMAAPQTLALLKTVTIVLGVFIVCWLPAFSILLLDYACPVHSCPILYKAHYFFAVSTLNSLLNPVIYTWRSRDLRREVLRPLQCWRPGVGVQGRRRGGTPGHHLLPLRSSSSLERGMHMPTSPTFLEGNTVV
sEH activator – soluble epoxide hydrolase (human) activation; purified human sEH enzymatic activity, activator screen; activation, % at 2 µM; 91,000 compounds, 0.04% hits; AID 717; in the data active = activation above about 37%; note: values of inactives mirror those of a sister screen read the other way
Target sequence (P34913 whole entry, looked up): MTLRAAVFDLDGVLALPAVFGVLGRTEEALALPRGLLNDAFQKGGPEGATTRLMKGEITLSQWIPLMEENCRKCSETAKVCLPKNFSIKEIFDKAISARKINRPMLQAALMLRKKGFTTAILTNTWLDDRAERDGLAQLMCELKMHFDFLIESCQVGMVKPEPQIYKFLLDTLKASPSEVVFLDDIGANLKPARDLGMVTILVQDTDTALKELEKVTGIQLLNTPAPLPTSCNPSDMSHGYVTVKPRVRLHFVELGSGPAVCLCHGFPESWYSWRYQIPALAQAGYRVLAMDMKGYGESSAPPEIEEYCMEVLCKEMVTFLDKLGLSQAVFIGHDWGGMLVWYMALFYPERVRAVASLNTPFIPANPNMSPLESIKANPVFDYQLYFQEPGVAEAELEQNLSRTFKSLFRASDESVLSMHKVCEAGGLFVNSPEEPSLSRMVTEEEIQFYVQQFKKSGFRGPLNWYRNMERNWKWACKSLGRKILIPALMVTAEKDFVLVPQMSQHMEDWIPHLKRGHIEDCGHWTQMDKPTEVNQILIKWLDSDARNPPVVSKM
HUVEC prolif 384 – inhibitors of human endothelial cell proliferation; HUVEC proliferation, CellTiter-Glo luminescence, 72 h; hits give low values; viability, % at 10 µM (by protocol); 86,000 compounds, 1.1% hits; AID 648;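 active = viability at or below 30%; inactive = viability above 30%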;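 note: 100% = median luminescence of DMSO-only cell control wells on each plate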
H69AR growth 86K – growth inhibitors of human H69AR lung tumor cells; 85,000 compounds, 6% hits; AID 598; H69AR lung tumor viability, ATP luminescence, 72 h; hits give low values; viability, % at 10 µM;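 active = viability at or below 40%; inactive = viability above 40%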;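 note: multidrug resistant small cell line overexpressing MRP-1 efflux transporter; 100% = mean luminescence of untreated control wells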
PostGolgi ctrl – growth of the yeast control strain, post-Golgi counter-screen; efflux-deficient yeast background strain, growth absorbance A615, 16 h; inhibition, % at 10 µM; 98,000 compounds, 5% hits; AID 738; in the data active = inhibition above about 30%
sEH inh – inhibitors of human soluble epoxide hydrolase; P34913; recombinant human sEH enzymatic activity assay; inhibition, % at 2 µM; 91,000 compounds, 0.34% hits; AID 707; in the data active = inhibition above about 80%; note: values of inactives mirror those of a sister screen read the other way; many of its hits are not listed in these tables
S1P2 ag – agonists of human S1P2 receptor | S1P2-expressing cell line, agonist reporter read-out | activation, % at 4.5 µM | 97,000 compounds, 0.46% hits; in the data active = activation above about 16%;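 note: 0% = vehicle low control and 100% = maximal reference agonist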
* marks the source's active call; other numbers are inactive results; / = not tested or not shown. The list is partial (hit frequency here may not be typical).

1	CC1CN(Cc2nc3c(c(=O)[nH]c(=O)n3C)n2CCCc2ccccc2)CC(C)O1 (configuration not stated)
2	CCCCCCc1nnc(N)s1
3	CCCn1c(SCC(=O)NC(=O)NCc2ccco2)n[nH]c1=O
4	Cc1ccccc1C(=O)Nc1cccc(NC(=O)c2ccc(-c3ccc(Br)cc3)o2)c1
5	COc1cccc(/C=C2\N=C3CCCCCN3C2=O)c1
6	COc1ccc(Cn2c(C)ccc2C)cc1
7	Cc1ccc(OCC(=O)Nc2ccc(F)cc2)cc1C
8	Cn1c(N2CCCC2)nc2c1c(=O)n(Cc1ccc(F)cc1)c(=O)n2C
9	CC1(C)Cc2nc(N)c(C(=O)NCCO)cc2CO1
10	COc1ccc(C(=S)N2CCN(C)CC2)cc1Br
assay / compound	1	2	3	4	5	6	7	8	9	10
PTPN22 act	4	-4	-6	-18	-5	4	2	4	/	-5
Fibroblast inh	95	99	97	52	96	93	99	/	90	/
S1P2 antag	-32	-10	5	-1	-16	-16	10	-15	/	18
sEH activator	5	1	-3	-15	5	4	-2	-1	/	12
HUVEC prolif 384	104	105	97	64	99	95	102	102	105	109
H69AR growth 86K	87	99	81	22*	82	92	96	71	93	111
PostGolgi ctrl	/	3	3	5	0	5	/	11	7	7
sEH inh	-4	-5	3	16	-9	-4	6	-2	/	-13
S1P2 ag	1	-1	-4	-2	-5	-1	-6	1	/	-3

11	O=C(O)CSc1nnc(-c2ccc3c(c2)OCO3)o1
12	CCCCOC(=O)Nc1ccc(N2CCCCC2)cc1
13	CC(=O)Nc1nc2n(n1)C(c1ccc(F)cc1)C=C(c1ccccc1)N2 (configuration not stated)
14	FC(F)(F)COc1nc(N2CCCCC2)nc(N2CCNCC2)n1
15	C/C(=N/NS(=O)(=O)c1ccc(Br)cc1)c1ccc(NC(=O)c2ccc(C)o2)cc1
16	CCc1ccc(OCC(=O)OC2CCS(=O)(=O)C2)cc1 (configuration not stated)
17	Cc1cc(C)n(-c2ccc(-n3ccnc3)nn2)n1
18	COc1ccccc1NC(=O)c1ccc(-n2cccn2)nc1
19	COc1ccccc1NC(=O)C1CCCCC1
20	Cc1cccc(NC(=S)NN2CCN(C)CC2)c1C
assay / compound	11	12	13	14	15	16	17	18	19	20
PTPN22 act	14	4	2	10	3	7	-5	5	4	5
Fibroblast inh	98	/	98	90	/	100	109	/	102	107
S1P2 antag	-8	-3	56*	-13	-20	5	-10	6	-5	-12
sEH activator	-6	-8	15	-3	-6	8	/	-3	-8	-5
HUVEC prolif 384	91	/	93	89	/	99	98	/	88	100
H69AR growth 86K	110	/	77	92	/	93	92	/	94	120
PostGolgi ctrl	-5	-2	7	-4	41*	2	0	7	7	3
sEH inh	5	11	-15	5	9	-8	/	2	8	1
S1P2 ag	-3	-3	-9	-4	-4	-2	-5	-2	-4	-1

21	c1ccc2c(c1)oc1c(NCc3ccc4c(c3)OCO4)ncnc12
22	Cn1nnnc1SCC(=O)NCc1cccc(C(=O)O)c1
23	COc1ccc(N2C(=O)CC(c3ccc(OC(C)C)cc3)C2=O)cc1 (configuration not stated)
24	CCOC(=O)CSC1=C(C#N)C(c2ccccc2F)C(C(C)=O)=C(C)N1 (configuration not stated)
25	O=C(CSc1nc2ccccc2s1)N1c2ccccc2Sc2ccc(C(F)(F)F)cc21
26	CCc1nc2oc3ccccc3c(=O)c2c(=O)n1-c1ccccc1
27	COc1ccc(NC(=O)Cn2nnc(-c3ccccc3NC(=O)C3CC3)n2)cc1
28	CC(CCc1ccco1)NC(=O)CSc1cc(=O)n(C)c2ccccc12 (configuration not stated)
29	Cc1nnc(SCC(=O)Nc2nsc(-c3ccc(Cl)cc3)n2)s1
30	CC[N+]1(C)CCC(=C2c3ccccc3CC(=O)c3sccc32)CC1 (configuration not stated)
assay / compound	21	22	23	24	25	26	27	28	29	30
PTPN22 act	/	-3	-3	1	-5	11	/	-13	-5	4
Fibroblast inh	99	102	96	106	/	91	93	115	121	117
S1P2 antag	/	19	/	22	-7	-10	/	2	-5	-16
sEH activator	/	/	-2	5	-1	-1	/	-5	17	-12
HUVEC prolif 384	99	87	96	108	/	79	94	93	111	99
H69AR growth 86K	89	86	89	86	/	77	89	100	107	96
PostGolgi ctrl	17	12	8	5	-5	30*	4	1	1	2
sEH inh	/	/	6	-4	2	2	/	4	-14	12
S1P2 ag	/	-9	/	-8	-8	-5	/	-4	-5	1

6 compounds picked at random from the list so far, as already listed:
2	CCCCCCc1nnc(N)s1
9	CC1(C)Cc2nc(N)c(C(=O)NCCO)cc2CO1
18	COc1ccccc1NC(=O)c1ccc(-n2cccn2)nc1
12	CCCCOC(=O)Nc1ccc(N2CCCCC2)cc1
13	CC(=O)Nc1nc2n(n1)C(c1ccc(F)cc1)C=C(c1ccccc1)N2 (configuration not stated)
7	Cc1ccc(OCC(=O)Nc2ccc(F)cc2)cc1C
assay / compound	2	9	18	12	13	7
PTPN22 act	-4	/	5	4	2	2
Fibroblast inh	99	90	/	/	98	99
S1P2 antag	-10	/	6	-3	56*	10
sEH activator	1	/	-3	-8	15	-2
HUVEC prolif 384	105	105	/	/	93	102
H69AR growth 86K	99	93	/	/	77	96
PostGolgi ctrl	3	7	7	-2	7	/
sEH inh	-5	/	2	11	-15	6
S1P2 ag	-1	/	-2	-3	-9	-6

Later entries:
31	CC(c1ccc(Cl)cc1)n1c(-c2ccc3ccccc3n2)n[nH]c1=S (configuration not stated)
32	O=C(NC1CCCCC1)N1CCSC1=Nc1ccccc1
33	CCOC(=O)c1c(NC(=O)CSc2nnc(C)c(=O)[nH]2)sc2c1CCCC2
34	CCc1ccc(OCCNC(=O)c2ccccc2SCc2ccccc2)cc1
35	C=CCn1c(O)c(C2=c3ccccc3=NC2=O)s/c1=N/c1nccs1
36	CC1CCCN(C(=O)C23CCC(C)(C(=O)C2)C3(C)C)C1 (configuration not stated)
37	COc1ccccc1-c1cc(C(=O)Nc2ccccc2SC)no1
38	O=C(CN1CCN(Cc2ccc(F)cc2Cl)C1=O)NCCc1ccc(Cl)cc1
39	Cn1c2ccccc2c2c(C(=O)NCC3CCCO3)cn(C3CCCC3)c(=O)c21 (configuration not stated)
40	CCN1CCN(CCCNC(=O)c2cc3c(=O)[nH]c4ccccc4c3s2)CC1
assay / compound	31	32	33	34	35	36	37	38	39	40
PTPN22 act	-5	-2	-3	-6	0	-13	8	-10	-3	14
Fibroblast inh	/	/	97	/	42*	104	/	92	103	92
S1P2 antag	-6	4	-6	11	-19	-1	10	-12	5	-3
sEH activator	-10	/	1	4	2	-2	18	-37	-16	1
HUVEC prolif 384	/	/	89	/	66	105	96	79	110	69
H69AR growth 86K	/	/	82	/	23*	93	98	86	78	99
PostGolgi ctrl	55*	50*	28	19	4	-2	8	37*	14	-3
sEH inh	11	/	0	-6	2	1	-17	39	18	-1
S1P2 ag	-5	-9	-1	-3	1	3	-1	-1	-4	-4

41	O=C(/C=C/c1ccco1)NC(=S)Nc1cccc(-c2nc3ccccc3s2)c1
42	N#CCCN/N=C(/Cc1nc2ccccc2[nH]1)c1ccc(Cl)cc1
43	Cc1c(O)ccc2c3c(c(=O)oc12)CCC(C)C3 (configuration not stated)
44	C=CCN(C(=O)CCC(=O)O)C1CC(=O)N(c2ccc(OCCC)cc2)C1=O (configuration not stated)
45	Cn1c(=O)[nH]c(=O)c2c1nc(Br)n2Cc1ccccc1Cl
46	CC(C)(C)OC(=O)NNC(=S)NCc1ccc(Cl)cc1
47	Cc1ccc(CNS(=O)(=O)c2ccc(C(C)(C)C)cc2)n1C
48	C=CCn1c(SCc2nc3ccccc3[nH]2)nnc1-c1cccc(OC)c1
49	O=C(NCCC1=CCCCC1)C1CCN(S(=O)(=O)N2CCOCC2)CC1
50	COc1ccc(-c2cc(-c3ccc(OC)c(OC)c3)n[nH]2)c(O)c1
assay / compound	41	42	43	44	45	46	47	48	49	50
PTPN22 act	0	-1	-4	/	5	0	-6	-9	1	-6
Fibroblast inh	/	/	100	99	97	/	99	105	103	86
S1P2 antag	8	-2	-12	/	4	6	-3	-25	6	-17
sEH activator	4	6	-8	/	8	-6	15	-6	-42	5
HUVEC prolif 384	/	/	83	96	101	/	84	96	99	96
H69AR growth 86K	/	/	58	94	27*	/	82	80	105	54
PostGolgi ctrl	/	15	26	34*	6	6	3	0	11	4
sEH inh	-4	-6	11	/	-8	6	-14	7	42	-6
S1P2 ag	-6	-4	-3	/	-4	-3	-7	-1	-5	-1

51	Cc1ccc(N2CCN(C(=O)c3ccccc3NC(=O)C3CC=CCC3C(=O)O)CC2)cc1 (configuration not stated)
52	O=C(Nc1c(Cl)cc(Cl)cc1-c1nc2ccccc2s1)c1ccc(Br)o1
53	Cc1cc(C)c2nc(-c3ccccn3)cc(C(=O)Nc3ccc(S(=O)(=O)Nc4cc(C)on4)cc3)c2c1
54	CCOc1ccc(C)cc1S(=O)(=O)n1ccnc1
55	COC(=O)Cc1cc(=O)n(-c2ccccc2)[nH]1
56	C/C(=N\OCC(=O)N/N=C/c1ccccc1)c1cccs1
57	CCN(CC)CCn1c2ccccc2c2cnc(N)c(C#N)c21
58	Cc1cccc(C)c1NC1=NC2(CCCCC2)N=C(N)N1
59	Cc1cc(C)cc(OCC(=O)OCCN2C(=O)c3ccccc3C2=O)c1
60	COCCCn1cnc2c(c1=O)c1nc3ccccc3nc1n2-c1ccc(C)cc1
assay / compound	51	52	53	54	55	56	57	58	59	60
PTPN22 act	-4	2	2	0	2	8	-1	3	-5	-1
Fibroblast inh	/	87	/	97	96	95	22*	95	101	99
S1P2 antag	-14	-7	-2	0	4	-14	4	1	-14	8
sEH activator	-4	-4	2	4	0	-12	-12	/	1	2
HUVEC prolif 384	/	96	/	98	96	101	77	93	91	92
H69AR growth 86K	/	77	/	98	111	95	29*	99	99	75
PostGolgi ctrl	18	29	22	-2	6	-1	52*	7	3	6
sEH inh	4	2	-4	1	3	10	15	/	-3	-4
S1P2 ag	0	-2	-7	-4	-4	-2	-10	-5	-2	-2

Down the list, from the results shown.
H69AR growth 86K, entries 51 to 59: /, 77, /, 98, 111, 95, 29*, 99, 99
sEH activator, entries 51 to 59: -4, -4, 2, 4, 0, -12, -12, /, 1
PostGolgi ctrl, entries 51 to 59: 18, 29, 22, -2, 6, -1, 52*, 7, 3

(continued)
61	CCN(CC)CCSc1nc(O)c(-c2ccccc2)c(=O)[nH]1
62	Cc1ccc2nc(SCC(=O)Nc3c(C)n(C)n(-c4ccccc4)c3=O)[nH]c2c1
63	Cc1cc(C(=O)NCc2ccco2)cs1
64	Cc1cc(N2CCCCC2)nc2ccc(NC(=O)CCC(=O)NCCC(C)C)cc12
65	O=C(O)c1ccc2c(c1)C(=O)N(NC(=O)c1ccccc1)C2=O
66	Cc1ccc(S(=O)(=O)/N=C(\N)Nc2nc(C)c3cc(C)ccc3n2)cc1
assay / compound	61	62	63	64	65	66
PTPN22 act	/	4	/	-4	-1	3
Fibroblast inh	103	104	96	96	/	/
S1P2 antag	/	2	/	5	-2	-8
sEH activator	/	-11	/	4	0	10
HUVEC prolif 384	95	98	104	81	/	/
H69AR growth 86K	95	88	95	97	/	/
PostGolgi ctrl	0	2	12	9	-2	26
sEH inh	/	10	/	-7	1	-7
S1P2 ag	/	-8	/	-8	-6	-3

Screening results (PubChem)
